proKLK7 act: proKLK7 (human) activation, primary screen | purified proKLK7, EDANS-DABCYL substrate fluorescence; 100% is mature enzyme control, 0% vehicle | P49862 | hit rate 0.9% among 370,000 | activation, % at 7 µM;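 active means activation above the mean of all tested compounds plus 3 SD, computed per campaign excluding outliers beyond control limits, cut at about 13% in these data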
Target sequence (P49862 whole entry, looked up): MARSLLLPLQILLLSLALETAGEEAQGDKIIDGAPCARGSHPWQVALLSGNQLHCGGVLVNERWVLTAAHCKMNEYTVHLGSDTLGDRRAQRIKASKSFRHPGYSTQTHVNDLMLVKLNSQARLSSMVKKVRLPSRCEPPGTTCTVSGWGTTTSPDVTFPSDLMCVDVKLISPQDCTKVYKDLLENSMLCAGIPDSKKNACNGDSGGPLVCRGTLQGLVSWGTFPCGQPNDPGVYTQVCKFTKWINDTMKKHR
ASAP1 inh: blocks human ASAP1-stimulated Arf1 GTP hydrolysis | Q9ULH1 | GDP FP detection | inhibition, % at 16.5 µM | hit rate 0.19% among 360,000; in the data active means inhibition above about 25%;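 further: 0% = vehicle with enzyme and substrate and 100% = no enzyme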
GC-B act: GC-B (human) receptor activation; P20594; HEK293-GC-B cells, CNP EC30, cGMP TR-FRET; 0% at EC30 CNP, 100% saturating CNP; activation, % at 10 µM; hit rate 0.11% among 370,000; AID 1920062;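 active means activation at 10 µM reaching about 35% in either raw or pattern-adjusted values, limit read from the data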
GC-A act: GC-A (human) enzyme activation; activation, % at 10 µM; hit rate 0.14% among 370,000; AID 1671463; HEK293 GC-A cells, cGMP TR-FRET, EC30 ANP; 0% at EC30 ANP, 100% saturating ANP; P16066; in the data active means activation above about 40%
Tn6 DDE FP: DD(E)-Tn6 binding inhibition, primary FP screen. P02675. inhibition, % at 8.3 µM. hit rate 0.21% among 370,000. Fibrin DD(E) TRITC-Tn6 fluorescence polarization displacement. AID 720509;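 active means inhibition above a per-campaign cutoff: mean of compounds within control limits plus 3 SD, cut at about 15% in these data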;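 further: 0% = median of all compound wells on the plate and 100% = blocking peptide control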
Target sequence (P02675 whole entry, looked up): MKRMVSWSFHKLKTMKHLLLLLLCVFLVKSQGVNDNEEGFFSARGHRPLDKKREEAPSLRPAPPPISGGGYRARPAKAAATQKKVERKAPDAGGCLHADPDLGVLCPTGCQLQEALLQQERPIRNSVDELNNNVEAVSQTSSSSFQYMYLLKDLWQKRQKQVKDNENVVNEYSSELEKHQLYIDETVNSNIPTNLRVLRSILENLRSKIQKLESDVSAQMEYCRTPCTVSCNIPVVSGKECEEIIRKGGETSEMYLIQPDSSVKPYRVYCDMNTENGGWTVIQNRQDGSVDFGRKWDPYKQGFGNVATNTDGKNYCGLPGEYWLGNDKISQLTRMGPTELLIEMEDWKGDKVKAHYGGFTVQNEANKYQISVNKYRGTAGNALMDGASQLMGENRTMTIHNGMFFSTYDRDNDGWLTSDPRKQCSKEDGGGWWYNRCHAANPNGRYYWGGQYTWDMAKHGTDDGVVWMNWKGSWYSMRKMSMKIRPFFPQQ
HGIII-sPLA2 inh: Blocks human group III sPLA2 activity; hit rate 0.56% among 370,000; inhibition, % at 12.2 µM; AID 743126; QFRET BODIPY PC-A2 liposome hydrolysis, fluorescence;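 active means inhibition above mean plus 3 SD of compounds lying within the high and low control bounds, cut at about 19% in these data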;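 further: 0% = median of test compound wells and 100% = no enzyme DMSO wells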
ARFGAP1 inhibitor: rat ARFGAP1 inhibition | Q62848 | Arfgap1-stimulated ARF1 GTP hydrolysis, GDP FP detection | inhibition, % at 16.5 µM | hit rate 0.26% among 360,000;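 active means inhibition above a per-plate limit, mean inhibition of low control wells plus 3 SD, cut at about 25% in these data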;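 further: 0% = DMSO wells with enzyme and 100% = wells lacking Arfgap1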
Target sequence (Q62848 1-136 limits assumed): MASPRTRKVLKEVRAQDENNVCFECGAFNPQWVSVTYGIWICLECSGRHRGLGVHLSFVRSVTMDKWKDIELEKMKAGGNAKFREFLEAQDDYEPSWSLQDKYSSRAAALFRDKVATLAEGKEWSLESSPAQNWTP
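Replicates: Single well per compound | Assay system: Truncated rat Arfgap1 GAP domain | Control set: No-Arfgap1 wells (100%) versus DMSO full-reaction wells (0%) | Times: Enzyme reaction 120 min at 25 °C after 20 min preincubation | Reagent: Human ARF1(Δ1-17)-GTP substrate | Measured by: Tracer-displacement fluorescence polarization with EDTA stop, 620/688 nm | Measure: Percent inhibition of Arfgap1-stimulated GTP hydrolysis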
rCAG binder: binds r(CAG) RNA repeats. r(CAG) RNA repeat, TO-PRO-1 dye displacement fluorescence. inhibition, % at 3 µM. hit rate 1.3% among 370,000. AID 651821;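 active means inhibition above the plate cutoff, the mean of all test compounds on that plate plus 3 SD, cut at about 35% in these data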;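 further: 0% = DMSO alone and 100% = 100 µM mitoxantrone as full dye displacement; higher means more dye released from RNA so lower well fluorescence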
ADAM10 inh: inhibitors of human ADAM10; recombinant ADAM10, EDANS/DABCYL FRET peptide cleavage, 3 h; O14672; inhibition, % at 7 µM; hit rate 0.62% among 370,000;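 active means inhibition above a per-campaign cutoff equal to the mean of compounds falling between control-based bounds plus 3 SD, cut at about 20% in these data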;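 further: 0% = DMSO wells while the 100% control is not disclosed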
GAA850 FXN act: increases GAA850 frataxin promoter reporter activity; HEK293 lucGAA850 FXN promoter luciferase reporter, 24 h; percent of 10 µM SAHA response; hit rate 0.56% among 360,000; activation, % at 6 µM;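 active means activation above the average of all compounds screened plus 3 SD, cutoff fixed separately per campaign, cut at about 7.5% in these data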;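 further: 0% = DMSO wells and 100% = 10 µM SAHA wells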
* marks the source's active call; other numbers are inactive results; . = not tested or not shown.

The opening two compounds (preview)
SMILES	proKLK7 act	ASAP1 inh	GC-B act	GC-A act	Tn6 DDE FP	HGIII-sPLA2 inh	ARFGAP1 inhibitor	rCAG binder	ADAM10 inh	GAA850 FXN act
CC1(c2cccc(Br)c2)NC(=O)N(CC(=O)Nc2ccc(N3CCCCC3)cc2)C1=O (stereo not drawn)	1.1	-11	8	3	-10	-16	10	1	12	0.1
Cc1ccccc1Cn1c([N+](=O)[O-])cnc1C	-0.1	-4	-2	3	2	-5	-1	-2	5	1.3

This part in full, repeating the preview:
SMILES	proKLK7 act	ASAP1 inh	GC-B act	GC-A act	Tn6 DDE FP	HGIII-sPLA2 inh	ARFGAP1 inhibitor	rCAG binder	ADAM10 inh	GAA850 FXN act
CC1(c2cccc(Br)c2)NC(=O)N(CC(=O)Nc2ccc(N3CCCCC3)cc2)C1=O (stereo not drawn)	1.1	-11	8	3	-10	-16	10	1	12	0.1
Cc1ccccc1Cn1c([N+](=O)[O-])cnc1C	-0.1	-4	-2	3	2	-5	-1	-2	5	1.3
O=C(CCNC(=O)Cn1ccc2ccccc2c1=O)NCCCN1CCN(c2ccc(F)cc2)CC1	-1.1	-5	7	0	0	0	-2	-9	-7	-0.6
Cc1cccc(C)c1OCC(=O)NNC(=O)CCNC(=O)c1ccc(Br)cc1	0.3	0	-10	2	5	0	7	-6	-2	0.5
CCCCNC(=O)CNC(=S)N(Cc1ccc(C)cc1)Cc1ccco1	-0.2	2	0	-3	-3	-4	3	-6	-5	0.1
Cc1ccc(C)c(NC(=S)N(CCN(C)C)C(C)c2ccccn2)c1 (stereo not drawn)	-0.1	2	4	-4	-5	3	4	-5	-3	0.8
CCCc1cc(=O)oc2cc(C)cc(OCC(=O)NCCN3CCOCC3)c12	11	11	4	-3	-8	6	9	-8	-410	0.8
CCOC(=O)C1CCCN(C(=O)c2cccc(S(=O)(=O)N(C)c3c(C)n(C)n(-c4ccccc4)c3=O)c2)C1 (stereo not drawn)	-0.3	-19	-2	-5	2	15	-5	-9	-2	2.3
CN(CCO)c1cc(N2CCN(C(=O)c3ccco3)CC2)c2nonc2c1[N+](=O)[O-]	-0.5	12	3	2	-5	11	1	4	2	1.2
CC1CCCCN1C(=O)CSc1nnc(CSc2ncccn2)n1C (stereo not drawn)	-0.3	-3	4	3	-12	0	-5	-1	4	2.9

Profiles, quoted from the list. Screens in order: proKLK7 act | ASAP1 inh | GC-B act | GC-A act | Tn6 DDE FP | HGIII-sPLA2 inh | ARFGAP1 inhibitor | rCAG binder | ADAM10 inh | GAA850 FXN act
CCCc1cc(=O)oc2cc(C)cc(OCC(=O)NCCN3CCOCC3)c12 as listed: 11 | 11 | 4 | -3 | -8 | 6 | 9 | -8 | -410 | 0.8
CN(CCO)c1cc(N2CCN(C(=O)c3ccco3)CC2)c2nonc2c1[N+](=O)[O-] as listed: -0.5 | 12 | 3 | 2 | -5 | 11 | 1 | 4 | 2 | 1.2
CC1(c2cccc(Br)c2)NC(=O)N(CC(=O)Nc2ccc(N3CCCCC3)cc2)C1=O (stereo not drawn) as listed: 1.1 | -11 | 8 | 3 | -10 | -16 | 10 | 1 | 12 | 0.1
Cc1ccccc1Cn1c([N+](=O)[O-])cnc1C as listed: -0.1 | -4 | -2 | 3 | 2 | -5 | -1 | -2 | 5 | 1.3

Further compounds follow.
SMILES	proKLK7 act	ASAP1 inh	GC-B act	GC-A act	Tn6 DDE FP	HGIII-sPLA2 inh	ARFGAP1 inhibitor	rCAG binder	ADAM10 inh	GAA850 FXN act
O=C(NCc1cccs1)C1CCN(c2nccs2)CC1	0.8	4	-3	4	2	1	1	2	2	1.0
COCCNC(=O)C(OC(=O)c1ccco1)c1ccccc1Cl (stereo not drawn)	-0.1	-9	-3	2	-7	-1	-17	-2	2	-0.8
CCCC(c1nnnn1Cc1ccco1)N1CCN(c2cc(Cl)ccc2C)CC1 (stereo not drawn)	0.8	-10	0	-10	-8	-6	-3	0	11	2.2
CC(C)N(C)Cc1nnnn1CC(=O)NCc1cc(F)cc(C(F)(F)F)c1	-0.6	2	0	0	-3	12	12	-1	6	0.7
CCN1CCN(CCc2nc3cc(NC(=O)COc4ccc(Cl)cc4)ccc3n2C)CC1	-0.3	-3	-6	-3	-2	-9	9	-4	12	0.4
CCOC(=O)c1sc2nc(SC)nc(-c3ccccc3)c2c1N	0.3	-1	-12	-1	6	5	5	-1	-7	-2.9
COc1ccccc1-c1cc(-c2ccccc2)nc(=O)[nH]1	18*	3	4	-2	0	-2	7	1	-370	-0.1
CC1CC(C)CN(C(=O)COC(=O)c2ccc(N3CCCC3=O)cc2)C1 (stereo not drawn)	0.4	12	5	1	0	1	6	0	-4	-0.4
CCCCCCCCN1CCS(=O)(=O)N(Cc2ccc(F)cc2)C(C(=O)OC)C1 (stereo not drawn)	0.7	.	-6	-2	2	1	.	2	2	.
CN(C)CCCn1c2c(c(SCC(=O)Nc3nccs3)nc1=O)CCC2	0.2	6	-1	4	6	9	3	3	-13	2.9
COc1cccc(CN2CCNC(=O)C2CC(=O)N(C)CC2CCOCC2)c1 (stereo not drawn)	0.5	-7	1	2	6	7	-5	-1	-4	0.7
Cc1cc(/C=C(/C#N)c2nc3ccccc3[nH]2)c(C)n1-c1cccc([N+](=O)[O-])c1	1.6	-8	15	2	6	-17	-2	17	-8	-1.2
Cc1ccccc1Nc1nnc(SCC(=O)NC(=O)NCc2ccco2)s1	0.1	-1	0	-6	-10	-10	8	11	-5	0.5
C[C@]12C(=O)N(c3ccc(Br)cc3)C(=O)N1[C@@H]1c3ccccc3OC[C@@H]1[C@H]2c1ccccc1	0.9	1	4	0	-4	-1	-2	4	23*	0.5
Cc1ccc(N2CC(C(=O)N3CCC(C(=O)Nc4nncs4)CC3)CC2=O)cc1 (stereo not drawn)	-0.2	-2	-2	4	4	5	0	1	6	-1.0
O=C(COC(=O)C1CC1)c1c[nH]c2ccccc12	-0.6	10	-7	0	3	-5	13	3	2	5.0
C[C@H](C(=O)O)c1n[nH]c(=O)c2ccccc12	0.3	15	4	1	2	3	-5	5	0	-1.8
N#Cc1ccccc1S(=O)(=O)N1CCN(CC(=O)NC(=O)NC2CCCCC2)CC1	0.0	-1	2	0	-7	-11	-1	-3	1	0.8
Cc1csc(NC(=O)Cc2ccccc2[N+](=O)[O-])n1	-0.2	0	-1	3	3	4	-6	1	-4	0.2
CCOc1ccc(S(=O)(=O)N2CCCCC2)cc1NC(=O)Cc1ccsc1	0.4	-1	7	-3	-4	-2	-8	3	-2	-7.8
CCN1CCCC1CNC(=O)C(=O)NC1CC1 (stereo not drawn)	0.0	-4	6	0	-1	0	3	-1	-1	1.5
CCc1ccc(S(=O)(=O)Nc2ccncc2)cc1	0.2	-3	0	2	7	-36	5	1	1	1.9
Cc1ccc(-n2nnnc2SCC(=O)NNC(=O)c2ccco2)cc1C	-0.8	-2	4	2	4	-8	14	-1	5	-0.4
Cc1cc(C(=O)CSc2ccc(F)cc2)cc(C)c1O	0.9	4	-1	3	1	-27	-2	-4	-1	2.3
CC1(C)Oc2ccccc2OC1(O)c1ccc2ccccc2n1 (stereo not drawn)	0.4	3	2	3	-3	1	8	0	5	0.8
COC(=O)c1ccc(OCC(O)CN2C(=O)c3ccccc3C2=O)cc1 (stereo not drawn)	0.2	-15	-2	-8	4	10	6	-2	2	0.6
CSc1ccccc1C(=O)Nc1c(C)cccc1C	0.0	3	0	0	7	-3	4	-2	3	-4.0
O=C(/C=C/c1ccco1)OCC1CCCN2CCCCC12 (stereo not drawn)	-0.7	13	1	-1	-6	-6	-2	-1	6	-0.4
COc1ccc(S(=O)(=O)N2CCCCC2)cc1NS(=O)(=O)c1ccccc1	0.2	-2	1	4	8	10	-1	10	-19	-1.0
COC(=O)C1=C(C)NC(=O)NC1c1ccccc1 (stereo not drawn)	0.6	4	4	2	2	3	-10	0	2	0.2
CCOC(=O)CC1=NN(c2ccccc2)C(=O)/C1=C\c1ccc(OC)cc1OC	0.2	8	-11	11	6	-15	-7	65*	4	-0.9
O=C(CC1(O)C(=O)Nc2ccccc21)c1cccc(-n2cccc2)c1 (stereo not drawn)	-0.1	-1	-1	6	0	-9	15	0	5	1.3
CC1CN(C(=O)c2cc3c(s2)CCC3)CC(C)O1 (stereo not drawn)	0.1	4	4	0	2	-2	3	0	9	0.8
CCc1ccc(C(=O)C(C)OC(=O)c2nc3nc(C)cc(C)n3n2)cc1 (stereo not drawn)	-0.1	2	-4	0	-4	2	23	-8	0	2.8
OC(c1ccccc1)(c1ccccc1)C1CCN(CCCOc2ccc(-c3ccc(F)cc3F)cc2)CC1	1.0	13	-1	-7	-2	0	21	8	3	.
CCc1nnc(NC(=O)CSc2nnc(COc3cccc(C)c3)o2)s1	-0.3	4	-3	-2	0	-10	-2	8	3	-1.6
O=C(O)c1ccc(-n2nnnc2SCc2ccccc2)cc1	0.4	-11	13	-2	7	-9	-6	3	14	0.7
CCN1CCN(Cc2ccc(NC(=O)Nc3cccs3)cc2)CC1	-0.9	-13	3	4	3	-3	0	2	-4	6.4
CCc1cc[n+](C(C(=S)Nc2cccc(C)c2)=C([O-])c2ccc(C)c([N+](=O)[O-])c2)cc1	-0.1	-8	-3	1	0	12	2	9	-2	-0.5
CCOC(=O)N1CCN(C(=O)CSCC(=O)Nc2nc(-c3ccc(Cl)s3)cs2)CC1	0.1	5	-7	42*	0	6	3	4	-8	-0.5

Continued; it opens with the 2 that closed the last part.
SMILES	proKLK7 act	ASAP1 inh	GC-B act	GC-A act	Tn6 DDE FP	HGIII-sPLA2 inh	ARFGAP1 inhibitor	rCAG binder	ADAM10 inh	GAA850 FXN act
CCc1cc[n+](C(C(=S)Nc2cccc(C)c2)=C([O-])c2ccc(C)c([N+](=O)[O-])c2)cc1	-0.1	-8	-3	1	0	12	2	9	-2	-0.5
CCOC(=O)N1CCN(C(=O)CSCC(=O)Nc2nc(-c3ccc(Cl)s3)cs2)CC1	0.1	5	-7	42*	0	6	3	4	-8	-0.5
O=S(=O)(c1ccc(-c2csc(-c3cccnc3)n2)cc1)N1CCCCC1	-1.2	7	4	3	-13	-9	-5	7	12	2.4
Cc1cc(N/C(=N/S(=O)(=O)c2ccc(F)cc2)c2ccccc2)n(-c2ccccc2)n1	0.2	-3	-5	-4	-1	-16	0	-6	9	-0.5
COc1cccc(C2=NOC(C(=O)Nc3ccc(OC)c(OC)c3)C2)c1 (stereo not drawn)	-0.6	-6	4	-1	-7	-4	0	-4	-5	-1.4
CCN(CC(=O)Nc1c(F)cccc1F)C(=O)CSc1nnc(-c2ccco2)n1CC	-0.2	2	3	3	6	5	13	-2	2	-0.3

Source: PubChem (several laboratories)
